# Screening results: PubChem, National Center for Advancing Translational Sciences (NCATS)
# LmPK inhibitor: qHTS Assay for Inhibitors of Leishmania Mexicana Pyruvate Kinase (LmPK). purified LmPK, Kinase-Glo ATP luminescence, 1 h. Potency, µM (highest dose often 57.5 µM), without a hit: top-dose activity change, negative = inhibition, usual class: inhibitors. actives 0.37% (n = 290,000). AID 1721, 2009; note: potency is the fitted concentration of half-maximal effect; % is set by controls: 0 for no effect and ±100 for the full control effect
# Target sequence (Q27686 whole entry, looked up): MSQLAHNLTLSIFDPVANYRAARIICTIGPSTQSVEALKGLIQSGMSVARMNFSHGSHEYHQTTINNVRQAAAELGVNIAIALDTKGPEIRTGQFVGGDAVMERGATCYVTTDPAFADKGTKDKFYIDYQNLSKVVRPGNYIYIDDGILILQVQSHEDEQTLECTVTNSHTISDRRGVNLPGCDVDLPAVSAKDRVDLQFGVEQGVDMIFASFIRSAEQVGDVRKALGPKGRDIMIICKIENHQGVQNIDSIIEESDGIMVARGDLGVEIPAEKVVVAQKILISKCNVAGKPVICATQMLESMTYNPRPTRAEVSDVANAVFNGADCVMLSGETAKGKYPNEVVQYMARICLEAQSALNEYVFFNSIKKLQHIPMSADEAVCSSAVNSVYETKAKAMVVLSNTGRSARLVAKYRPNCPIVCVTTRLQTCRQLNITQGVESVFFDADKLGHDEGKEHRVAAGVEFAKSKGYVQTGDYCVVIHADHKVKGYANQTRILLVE
#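 Screened at intermediate enzyme activity to detect both inhibitors and activators: LmPK at 0.1 nM, with a 0.5 nM enzyme column as activation reference. PEP 0.5 mM, ADP 0.1 mM; ATP detected by luminescence after 1 h.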
# Cycloheximide cs: Cycloheximide Counterscreen for Small Molecule Inhibitors of Shiga Toxin; max response, %; AID 2314, 2010; cell reporter, cycloheximide protein synthesis inhibition counterscreen; actives 12% (n = 300,000); in the data active = max response mostly above about 13%, no sharp cut-off; inactive = mostly below about 14%; note: read at 38.3 µM for the half of the compounds with a filed dose; 0% is about no effect
# Tb PYK inh: qHTS of Trypanosoma Brucei Inhibitors; TbPYK enzyme, Kinase-Glo Plus ATP luminescence, 45 min; Potency, µM (doses to about 76.8 µM), for the others: top-dose activity, negative = inhibition, actives largely listed as inhibitors; pyruvate kinase (Trypanosoma brucei), Q57TT1; AID 624173, 2012; actives 0.12% (n = 410,000); note: potency is the fitted concentration of half-maximal effect; % is set by controls: 0 for no effect and ±100 for the full control effect; nearly all actives have a fitted effect of over 50% in size
#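 ADP (130 uM final) triggers the TbPYK reaction after compound addition; incubation is 45 min at room temperature. Kinase-Glo Plus is then added and luminescence imaged. Normalized data are fitted to concentration-effect curves.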
# Pf growth 48h: Primary qHTS for delayed death inhibitors of the malarial parasite plastid, 48 hour incubation; P. falciparum luciferase growth in erythrocytes, 48 h; Potency, µM (series often up to 28.7 µM), inactives show at the highest dose activity change, negative = inhibition, most hits filed as inhibitors; actives 5.9% (n = 310,000); AID 504832, 2011; note: potency is the fitted concentration of half-maximal effect; % is set by controls: 0 for no effect and ±100 for the full control effect
#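 A one-generation exposure of luciferase-tagged malaria parasites in RPMI 1640/Albumax erythrocyte culture, 37 C and 5% CO2. Inhibition is inferred from decreased luminescence after adding detection reagent.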
# Pf growth 96h: Primary qHTS for delayed death inhibitors of the malarial parasite plastid, 96 hour incubation | Potency, µM (doses to about 28.7 µM), inactives show at the highest dose activity change, negative = inhibition, hits mostly inhibitors | P. falciparum luciferase reporter growth, 96 h | actives 6.9% (n = 320,000); note: potency is the fitted concentration of half-maximal effect; % is set by controls: 0 for no effect and ±100 for the full control effect
#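 Compounds incubated with erythrocytes infected by luciferase-expressing P. falciparum (2% hematocrit, 0.05% parasitemia final) for 96 hours, 37 C in 5% CO2. Growth inhibition scored as decreased luciferase luminescence.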
# Shiga inhibitor: A qHTS for Small Molecule Inhibitors of Shiga Toxin | inhibition, % at 38.7 µM | AID 2315, 2010 | actives 9.2% (n = 290,000) | Vero cells, Shiga toxin protein synthesis inhibition reporter; in the data active = inhibition mostly above about 28%, no sharp cut-off; inactive = mostly below about 43%; note: 0% is about no effect
# AMA1 RON2 block: qHTS for Inhibitors of AMA1-RON; Towards Development of Antimalarial Drug Lead: Primary Screen; actives 0.2% (n = 360,000); AlphaScreen AMA1-biotinylated RON2 peptide binding; Plasmodium falciparum AMA1 (3D7) - RON2 peptide interaction; Potency, µM (doses to about 58.2 µM), for inactives: top-dose activity change, negative = inhibition, most hits filed as inhibitors; AID 720542, 2013;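 note: potency is the fitted concentration of half-maximal effect; 0% = vehicle wells and -100% = peptide control; nearly all actives have a fitted effect of over 45% in size; some results filed as inactive show a strong effect at the top dose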
#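 AMA1 (3D7) with his tag at 25 nM final met compounds first, then biotinylated RON2 peptide at 25 nM; detection used donor plus acceptor beads, 10 µg/mL apiece, read by AlphaScreen after 30 min at room temperature.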
# * hit, by the source's call; u = inconclusive; x = not tested or not shown; & = joins results of further samples; [ ] = dose if it differs, or a comment. Unless noted, calls come from the whole dose curve; as a rule, active = well fitted curve in the direction sought with a large enough effect; inconclusive = small, poorly fitted or top-dose-only effect, or another doubt; inactive = no such curve, though single readings can be large; an effect the other way counts as inactive or inconclusive.
# Preview (2 entries):
no.	Molecule	LmPK inhibitor	Cycloheximide cs	Tb PYK inh	Pf growth 48h
1	C=CCn1c(COc2ccccc2F)nnc1SCCN1C(=O)c2ccccc2C1=O	5%	1	4%	17%
2	CC(C)(C)N(Cc1ccccc1)C(=O)COC(=O)CN1C(=O)NC2(CCCC2)C1=O	2%	-1	1%	-8%

no.	Pf growth 96h	Shiga inhibitor	AMA1 RON2 block
1	12%	-7	3%
2	u	15	23%

# Results, from the start:
no.	Molecule	LmPK inhibitor	Cycloheximide cs	Tb PYK inh	Pf growth 48h
1	C=CCn1c(COc2ccccc2F)nnc1SCCN1C(=O)c2ccccc2C1=O	5%	1	4%	17%
2	CC(C)(C)N(Cc1ccccc1)C(=O)COC(=O)CN1C(=O)NC2(CCCC2)C1=O	2%	-1	1%	-8%
3	CC(C)CNC(=S)N(Cc1ccco1)Cc1cc2cc3c(cc2[nH]c1=O)OCCO3	2%	8	-8%	u
4	CC12CCC(C/C1=N/O)C2(C)C (centres undefined)	1%	-1	-3%	u
5	CCOc1ccc(NC(=O)CCC(=O)n2nc(C)cc2C)cc1	3%	10	x	11%
6	COc1ccc(OC)c(CN2CCN(C(=O)c3cc(S(=O)(=O)Nc4ccccc4OC)ccc3C)CC2)c1	-2%	-2	-1%	u
7	COc1ccc(-c2cccc(C3CC=CC4C3C(=O)N(Cc3ccccc3)C4c3cc(C)ccc3F)c2)cc1 (centres undefined)	0%	-2	x	6.6µM*
8	O=C(CSc1nc(-c2ccco2)cc(C(F)(F)F)n1)NN1CCOCC1	2%	4	-5%	2%
9	COc1ccc(Cn2c(O)c(/C=N/NC(=O)c3ccccc3)c(=O)[nH]c2=O)cc1	8%	37*	7%	12%
10	COC(=O)NCc1cccc(CNC(=O)OC)c1	-5%	-2	1%	34%[activator]
11	COc1cccc(NC(=O)C2CCCN2C(=O)NC2CCCCC2)c1 (centres undefined)	-13%	-3	-3%	-13%
12	COCCCNC(=O)C(C#N)c1nc2ccccc2nc1N1CCCC1 (centres undefined)	0%	-4	3%	8.3µM*

no.	Pf growth 96h	Shiga inhibitor	AMA1 RON2 block
1	12%	-7	3%
2	u	15	23%
3	-4%	-12	5%
4	1%	22	5%
5	u	-1	x
6	3.3µM*	-11	u
7	6.6µM*	4	x
8	25%	16	10%
9	-28%	75*	47%[activator]
10	80%[activator]	-2	5%
11	26%	-5	12%
12	7.4µM*	-15	-6%

# 4 structures from above, ordered by count of non-hydrogen atoms, largest number first:
no.	Molecule	LmPK inhibitor	Cycloheximide cs	Tb PYK inh	Pf growth 48h
1	C=CCn1c(COc2ccccc2F)nnc1SCCN1C(=O)c2ccccc2C1=O	5%	1	4%	17%
2	CC(C)(C)N(Cc1ccccc1)C(=O)COC(=O)CN1C(=O)NC2(CCCC2)C1=O	2%	-1	1%	-8%
12	COCCCNC(=O)C(C#N)c1nc2ccccc2nc1N1CCCC1 (centres undefined)	0%	-4	3%	8.3µM*
11	COc1cccc(NC(=O)C2CCCN2C(=O)NC2CCCCC2)c1 (centres undefined)	-13%	-3	-3%	-13%

no.	Pf growth 96h	Shiga inhibitor	AMA1 RON2 block
1	12%	-7	3%
2	u	15	23%
12	7.4µM*	-15	-6%
11	26%	-5	12%

# (list continues)
no.	Molecule	LmPK inhibitor	Cycloheximide cs	Tb PYK inh	Pf growth 48h
13	COc1ccc(-n2c(=O)/c(=C\c3cccs3)s/c2=C(/C#N)C(=O)NCCN2CCOCC2)cc1	-1%	6	3%	9%
14	Cc1ccc2sc(NNC(=O)C3COc4ccccc4O3)nc2c1C (centres undefined)	2%	-2	u	16%
15	COC(=O)c1cccc(NC(=O)Cc2ccccc2[N+](=O)[O-])c1C	-3%	21	-1%	5%
16	Cc1c(CCC(=O)NCCCC(=O)O)c(=O)oc2cc3oc4c(c3cc12)CCCC4	2%	8	-2%	-18%
17	CCOC(=O)c1c(C)oc2cc(Br)c(OCC(N)=O)cc12	3%	-5	4%	11%
18	COc1ccccc1/C=C/C(=O)NCC(=O)N/N=C/c1ccccc1	5%	9	0%	5%
19	Cn1c(NC(=O)Cc2cccs2)cc(=O)n(C)c1=O	10%	1	2%	x
20	O=C(Nc1cnn(Cc2ccc(Cl)cc2)c1)c1cnccn1	10%	-3	4%	-1%
21	Cc1ccc(CN(C(=O)COc2ccc(C)c(C)c2)C2CCS(=O)(=O)C2)o1 (centres undefined)	8%	-6	4%&-9%	2%
22	CC1CCCCN1CCNC(=O)CC1Oc2ccccc2NC1=O (centres undefined)	1%	-2	-4%	x
23	CCc1ccc2[nH]c3nc(N/N=C/c4cccc(O)c4)nnc3c2c1	8%	-4	-9%	0%
24	CN1C(=O)C(Cc2cccc3ccccc23)C(=O)N(C)C1=O	5%	4	-1%	-2%

no.	Pf growth 96h	Shiga inhibitor	AMA1 RON2 block
13	-8%	-16	3%
14	-9%	-8	103%[activator]
15	115%[activator]	-44	8%
16	1%	-6	2%
17	u	-5	2%
18	29%	-4	9%
19	-12%	-8	-2%
20	51%[activator]	-6	21%
21	u	-6	-6%
22	-11%	-7	1%
23	u	x	-14%
24	16%	-4	2%

# New compounds follow.
no.	Molecule	LmPK inhibitor	Cycloheximide cs	Tb PYK inh	Pf growth 48h
25	O=C(c1ccncc1)N1CCN(c2cccc(C(F)(F)F)c2)CC1	5%	-5	1%	x
26	CCOC(=O)c1ccc(NC(=O)c2cc(OC)c(OC)c(OC)c2Br)cc1	2%	0	3%	u
27	COc1cc(-c2nc3ccccn3c2NCc2ccccc2)ccc1SC1CCCCC1	x	x	0%	5.2µM*
28	COc1ccc(S(=O)(=O)Nc2cc(C)c(O)c(S(=O)(=O)c3ccccc3)c2)cc1	12%	1	3%	5%
29	CC(=O)c1cnc2cc(-c3ccccc3)nn2c1C	-2%	43*	-7%	232%[activator]
30	CCOc1ccc(/C=C/c2nc(C#N)c(NCCCOC)o2)cc1	-1%	-2	7%	u
31	Cc1ccc2nc(NC(=O)CSCC(=O)OCC(=O)c3ccc(Br)cc3)sc2c1	-1%	15*	-3%	-19%
32	O=C(OCCOCCN=C1NS(=O)(=O)c2ccccc21)C1CC(=O)N(c2ccccc2)C1 (centres undefined)	-5%	-4	9%	12%
33	CC(=O)Nc1ccc(S(=O)(=O)NNC(=O)CCC(=O)Nc2cc(C)ccc2C)cc1	2%	3	-3%	19%
34	CC(C)C1Cc2c(C#N)c(N)sc(=S)c2CO1 (centres undefined)	14%	-5	-13%	x
35	O=C(CSc1nc2ccc([N+](=O)[O-])cc2s1)NCC1CCCO1 (centres undefined)	3%	-5	0%	-30%
36	O=C1N=C2N(CCN3CCCCC3)c3ccccc3N2/C1=C\c1ccc([N+](=O)[O-])o1	-7%	-2	x	-13%

no.	Pf growth 96h	Shiga inhibitor	AMA1 RON2 block
25	16%	-13	2%
26	u	-16	3%
27	u	x	-16%
28	29%	10	-3%
29	u	57*	10%
30	-1%	6	-12%
31	u	46	0%
32	x	-18	6%
33	22%	7	65%[activator]
34	79%[activator]	-14	-1%
35	2%	10	1%
36	32%	-23	x

# Going on with the list:
no.	Molecule	LmPK inhibitor	Cycloheximide cs	Tb PYK inh	Pf growth 48h
37	O=C(Cc1ccccc1)Nc1cccc(N2C(=O)C=CC2=O)c1	19%	-3	u	-2%
38	COC(=O)Cn1ccc2cc(S(=O)(=O)N3CCCCC3)ccc21	-4%	-1	2%&-3%	17%
39	Cc1cc(=O)oc2cc(Oc3ccc([N+](=O)[O-])cc3[N+](=O)[O-])ccc12	1%	-2	1%	7%
40	CCOc1ccc(NC(=O)CN(C)C(=O)C2(c3ccccc3)CC2)cc1OCC	x	x	-3%	u
41	COc1ccc(C2(C)NC(=O)N(CC(=O)Nc3ccc(Br)c(C)c3)C2=O)cc1OC (centres undefined)	0%	8	4%	3%
42	CCCCCC/C(=N\NS(C)(=O)=O)c1ccccc1	3%	2	8%	18%
43	COC(=O)c1ccccc1NC(=S)NC(=O)C1CC1	9%	5	-3%	x
44	COc1ccc(S(=O)(=O)Nc2nc3ccccc3nc2NCC2CCCO2)cc1 (centres undefined)	3%	2	0%	8%
45	COc1ccc(C(=O)NCc2nnc(SCC(=O)Nc3cc(C)cc(C)c3)o2)cc1OC	1%	5	5%	2%
46	O=C(CN1CCOCC1)Nc1ccc(Br)cc1	-10%	12	-3%	x
47	CCn1c(Cc2ccc(OC)cc2)nc2ccccc21	-10%	0	4%	-16%
48	CCOc1ccc(/C=C2/Sc3ccc(C(=O)N4CCN(C(=O)c5ccco5)CC4)cc3N(C)C2=O)cc1OC	-4%	0	x	-16%

no.	Pf growth 96h	Shiga inhibitor	AMA1 RON2 block
37	-25%	15	9%
38	5.9µM*	13	-2%
39	u	-4	16%
40	1%	x	6%
41	16%	15	-22%
42	x	-11	10%
43	1%	-15	-3%
44	9%	17	12%
45	74%[activator]	-6	18%
46	32%[activator]	14	4%
47	-2%	-9	-5%
48	u	-6	x

# Next part:
no.	Molecule	LmPK inhibitor	Cycloheximide cs	Tb PYK inh	Pf growth 48h
49	COc1ccc(-n2nc(C(=O)NCC(=O)N3CCC4(CC3)OCCO4)c3ccccc3c2=O)cc1OC	5%	17*	-2%	u
50	NC(=O)c1c(NC(=O)Cn2cc([N+](=O)[O-])cn2)sc2c1CCCC2	-4%	3	-11%	-20%
51	O=C(NCc1ccccn1)c1ccc2ccccc2n1	-1%	-2	0%	11%
52	O=S1(=O)c2cccc3cccc(c23)N1Cc1nnc(-c2ccccc2Br)o1	-2%	-1	0%	-17%
53	Cc1oc(-c2cccs2)nc1CN1CCN(CC(C)C)C(CCO)C1 (centres undefined)	1%	2	0%	-7%
54	CN(CC(=O)Nc1cccc(F)c1)CC(=O)Nc1ccccc1Oc1ccccc1	-2%	-3	42%[activator]	u
55	Cc1noc(C(=O)Nc2c(C)n(C)n(-c3ccccc3)c2=O)c1Cl	3%	-2	0%	-3%
56	CCN(CC)CCCN=Cc1c(O)n(Cc2ccccc2)c(=O)c2ccccc12	6%	-5	-3%	u
57	Cc1ccccc1C1c2[nH]c3ccccc3c2CCN1CCCn1cccn1 (centres undefined)	3%	-1	2%	u
58	CC(C)C[C@H](NC(=O)[C@H](Cc1ccccc1)n1c(=O)[nH]c2ccccc2c1=O)C(=O)N1CCC(C(=O)O)CC1	-8%	-3	-2%	-1%
59	Cc1ccnc(NS(=O)(=O)c2ccc(NS(=O)(=O)c3ccc(Br)cc3)cc2)n1	-1%	-6	7%	7%
60	CC(=O)Nc1ccc(NC(=O)COC(=O)Cc2cccs2)cc1	7%	-3	0%	x

no.	Pf growth 96h	Shiga inhibitor	AMA1 RON2 block
49	4.7µM*	37	2%
50	u	-4	14%
51	u	3	134%[activator]
52	x	-7	7%
53	1.9µM*	-6	6%
54	u	-6	17%
55	u	1	3%
56	x	-18	-6%
57	1%	-5	-30%
58	4%	16	1%
59	7%	-11	-3%
60	-6%	-14	19%
